NRP1-CendR mod: alters CendR peptide binding to human NRP-1 | O14786 | FAM-RPARPAR peptide binding to NRP-1, fluorescence polarization | inhibition, % at 25 µM | actives 0.85% (n = 360,000);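 active = inhibition or corrected inhibition above about 18%, plus a signal ratio from 0.5 to 1.5, limit read from the data, passing the limit was not always enough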; note: strong numbers were not always called active
PABP1 MLLE inh: blocks PAM2 peptide binding to the PABP1 MLLE domain; inhibition, % at 20 µM; GST-MLLE / FITC-PAM2 fluorescence polarization; actives 0.36% (n = 360,000); AID 588489; P11940; in the data active = inhibition above about 35%, passing the limit was not always enough;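 note: plate controls were DMSO wells with GST-MLLE for no effect and wells lacking GST-MLLE protein for full effect; some results filed as inactive read as strong as hits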
Neddylation inh: blocks human cullin neddylation | P61081+Q13564 | TR-FRET cullin neddylation, biochemical | calls only at 25 µM | actives 0.58% (n = 360,000) | AID 651699; in the data active = inhibition above about 36%
Target sequence (P61081 whole entry, looked up): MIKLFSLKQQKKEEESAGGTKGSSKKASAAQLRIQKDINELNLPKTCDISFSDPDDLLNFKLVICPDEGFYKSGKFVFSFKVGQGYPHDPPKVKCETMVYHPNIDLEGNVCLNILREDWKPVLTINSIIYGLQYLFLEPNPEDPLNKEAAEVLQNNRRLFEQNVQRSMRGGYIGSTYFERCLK
Target sequence (Q13564 whole entry, looked up): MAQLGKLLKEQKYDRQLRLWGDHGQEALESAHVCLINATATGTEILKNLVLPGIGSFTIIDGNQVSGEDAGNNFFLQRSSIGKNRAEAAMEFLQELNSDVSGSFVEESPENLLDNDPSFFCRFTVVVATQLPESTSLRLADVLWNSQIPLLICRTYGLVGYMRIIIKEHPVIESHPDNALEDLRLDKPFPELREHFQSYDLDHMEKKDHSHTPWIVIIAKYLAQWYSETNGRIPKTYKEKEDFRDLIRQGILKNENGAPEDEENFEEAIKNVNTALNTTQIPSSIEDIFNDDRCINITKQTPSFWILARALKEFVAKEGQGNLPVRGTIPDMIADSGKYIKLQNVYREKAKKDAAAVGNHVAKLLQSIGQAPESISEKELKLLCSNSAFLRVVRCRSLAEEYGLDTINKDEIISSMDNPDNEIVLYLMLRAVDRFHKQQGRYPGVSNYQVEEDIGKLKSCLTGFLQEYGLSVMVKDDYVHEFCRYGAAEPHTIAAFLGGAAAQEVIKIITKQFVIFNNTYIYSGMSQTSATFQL
MT1-MMP act inh: blocks activation of human MT1-MMP; P50281; HT1080 RFP-PRO-GFP cells, GFP/RFP ratio fluorescence, overnight; percent of plate control window, DMSO zero; GFP/RFP ratio change, % at 20 µM; actives 0.061% (n = 360,000); AID 651647;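 active = GFP/RFP ratio change of at least 30% with cell ATP level not reduced by more than half and red fluorescence within 50% of control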; note: strong numbers were not always called active
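Read-out: GFP/RFP fluorescence ratio; Test system: RFP-PRO-GFP reporter HT1080 cells; Compound dosing: single-point 20 µM compound, 1% DMSO; Times: overnight compound exposure at 37 °C.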
SKN-1 inh: blocks SKN-1 activity in C. elegans. C. elegans VP596 Pgst-4::GFP/RFP ratio, acrylamide-induced, 24 h. inhibition, % at 21.8 µM. actives 0.49% (n = 360,000);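 active = interference check ratio from 0.5 to 1.5 plus GFP to RFP signal ratio inhibition reaching or exceeding a fixed threshold, cut at about 30% in these data, passing the limit was not always enough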; note: some compounds called inactive have numbers as strong as hits
Rin1-Abl PPI inh: blocks binding of human Rin1 to Abl; inhibition, % at 7.35 µM; AID 588664; actives 0.4% (n = 360,000); TR-FRET Rin1/Abl binding, biochemical; in the data active = inhibition above about 5%, passing the limit was not always enough
eLon inh: inhibits E. coli Lon protease; P0A9M0; actives 0.42% (n = 360,000); inhibition, % at 7.94 µM; AID 602123; purified E. coli Lon protease, fluorescence polarization; in the data active = inhibition above about 13%, passing the limit was not always enough;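 note: 0% = enzyme with probe and DMSO and 100% = no enzyme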
bovine MsrA act: activators of bovine methionine sulfoxide reductase A; actives 0.3% (n = 360,000); activation, % at 10.6 µM; AID 602163; purified bovine MsrA, absorbance read-out; in the data active = activation above about 7.5%;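 note: 0% = vehicle and 100% = reference activator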
FAS TE block: blocks the thioesterase domain of human fatty acid synthase; recombinant FAS-TE, OMFH fluorogenic substrate, fluorescence endpoint; actives 0.67% (n = 360,000); AID 602261; inhibition, % at 15 µM;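 active = compounds whose normalised, plate-corrected inhibition of enzyme fluorescence in the single-dose primary screen is 50% or more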;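 note: 0% = DMSO with enzyme and 100% = substrate without enzyme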
Numbers without * were called inactive; i = inactive.

Below each SMILES: Rin1-Abl PPI inh, bovine MsrA act, Neddylation inh, MT1-MMP act inh, SKN-1 inh, NRP1-CendR mod, eLon inh, FAS TE block, PABP1 MLLE inh
- Cc1ccc(S(=O)(=O)N(CC(=O)NCC2CCCO2)Cc2cccc(C)c2)cc1 (configuration not stated)
    0, -6, i, -2, 2, 5, 5, -5, -5
- N#Cc1ccsc1NC(=O)CN1CCN(S(=O)(=O)c2ccc3ccccc3c2)CC1
    -4, -2, i, -2, 6, -4, -1, 21, -23
- Cc1cc(CNC(=O)COc2ccc(F)cc2Cl)cc(C)c1O
    3, -5, i, 0, -2, 16, -2, -6, -19
- COCCNC(=O)c1cc(-c2cccnc2)nc2ccc(Br)cc12
    -11, -3, i, 1, -1, 1, 6, -2, 3
- COc1ccc(C2=CN(Cc3ccccc3)C(c3ccccc3)CC2=O)cc1 (configuration not stated)
    0, 0, i, -1, 5, 21*, -6, 17, 5
- COC(=O)c1ccccc1N1CCS(=O)(=O)CC1
    1, -3, i, -2, -2, -7, -1, -1, -10
- COC(=O)CNC(c1ccccc1)c1cc(Br)ccc1N (configuration not stated)
    1, -1, i, -1, -3, 9, -3, 7, -8
- CCOc1nc(OCC)c2cnn(C)c2n1
    3, -2, i, -3, 7, -16, -4, -6, 8
- CCCN(CCO)Cc1ccc(Cl)c(Cl)c1
    -2, -10, i, 4, -4, -5, 4, -2, 3
- CCOc1ccc(NC(=O)N2CCN(S(C)(=O)=O)CC2)cc1
    4, -9, i, 0, -17, 11, 6, -4, 15
- CC(Sc1nnnn1C)C(=O)Nc1ccccc1 (configuration not stated)
    0, -3, i, 1, 7, -10, 4, -1, 12
- Cc1ccc(S(=O)(=O)N2CCOCC2)cc1NC(=O)COC(=O)C1(C)CC1(Cl)Cl (configuration not stated)
    5, -2, i, 2, -22, 0, -14, -1, 2
- CC1(C)CC(=O)c2c(O)cc(OCc3ccc([N+](=O)[O-])cc3)cc2O1
    6, -4, i, 0, 7, 5, -8, 25, -9
- COc1cc(CN2C(=O)C(C)ON=C2c2cccs2)cc(OC)c1 (configuration not stated)
    -1, 0, i, 1, -1, 0, 3, 3, 6
- Cc1ccccc1C(=O)NCC(=O)NNC(=O)CCN1CCN(c2ccccc2)CC1
    -2, -2, i, -1, 9, 12, 5, -3, 4
- COc1ccc(OC)c(NC(=O)CN(c2ccc(C)cc2)S(=O)(=O)c2c(C)n[nH]c2C)c1
    -5, -1, i, -3, 4, 6, -3, 4, -9
- CCOC(=O)c1cc(S(=O)(=O)NC2CCC(C)CC2)cn1C (configuration not stated)
    -1, -2, i, -3, 15, 2, -7, 1, 0
- CCC(C)(C)NC(=O)C(c1ccco1)N(C(=O)CNC(=O)c1cccs1)c1cccnc1 (configuration not stated)
    -2, -1, i, 1, 22, -1, -6, -4, 2
- CSC1=NSC2=NC(=O)/C(=C/c3coc4ccccc4c3=O)C(=N)N12
    2, -3, i, -65, -8, 132, -372, -74, i
- Cc1noc(C)c1COC(=O)c1cnc(Cl)c(Cl)c1
    -2, -7, i, -1, -4, -2, 7, 5, -2
- CC(C)c1nc2n[nH]c(N)c2c2c1CCCC2
    -1, -15, i, -4, -10, 4, -8, -9, 5
- Cc1ccc(O)c(NC(=O)CSc2n[nH]c(-c3ccccc3)n2)c1
    0, -3, i, 5, -14, -18, -1, -7, -3
- Cc1nn(CC(=O)NNC(=S)NCC2CCCO2)c(C)c1Br (configuration not stated)
    0, -3, i, -1, 6, 11, -10, -6, -47
- COc1ccccc1N1CCN(C(=O)CSc2nnc(NC(=O)C(C)C)s2)CC1
    -7, -9, i, 3, -8, -6, 3, 0, 1
- O=C(N1CCOCC1)N1CCN(S(=O)(=O)N2CCOCC2)CC1
    4, -11, i, -1, 15, 5, 4, -5, 3
- O=c1cc(CSc2ccc(Cl)cc2)nc(-c2ccccc2)[nH]1
    1, 2, i, 1, 10, -10, 3, 3, 0
- O=C(COC(=O)c1cccnc1Cl)Nc1ccccc1OC(F)F
    2, -3, i, -1, 1, 7, -10, 0, 3
- CCN1CCc2nc(N)sc2C1
    -2, -7, i, -1, 5, -11, 3, -5, 28
- Cc1ccc(NS(=O)(=O)c2ccc3c(c2)n(C)c(=O)c(=O)n3C)c(C)c1
    1, -11, i, 2, 3, -5, -4, -2, 0
- O=C(Nc1cccc(-c2ccc(N3CCOCC3)nn2)c1)c1cccc(Cl)c1
    4, -1, i, 5, 6, 6, -4, -1, 0

Arranged by heavy-atom count (low to high): some entries from above
Below each SMILES: Rin1-Abl PPI inh, bovine MsrA act, Neddylation inh, MT1-MMP act inh, SKN-1 inh, NRP1-CendR mod, eLon inh, FAS TE block, PABP1 MLLE inh
- CCN1CCc2nc(N)sc2C1
    -2, -7, i, -1, 5, -11, 3, -5, 28
- CC(C)c1nc2n[nH]c(N)c2c2c1CCCC2
    -1, -15, i, -4, -10, 4, -8, -9, 5
- COC(=O)c1ccccc1N1CCS(=O)(=O)CC1
    1, -3, i, -2, -2, -7, -1, -1, -10
- COC(=O)CNC(c1ccccc1)c1cc(Br)ccc1N (configuration not stated)
    1, -1, i, -1, -3, 9, -3, 7, -8
- CCOC(=O)c1cc(S(=O)(=O)NC2CCC(C)CC2)cn1C (configuration not stated)
    -1, -2, i, -3, 15, 2, -7, 1, 0
- O=C(N1CCOCC1)N1CCN(S(=O)(=O)N2CCOCC2)CC1
    4, -11, i, -1, 15, 5, 4, -5, 3
- COc1cc(CN2C(=O)C(C)ON=C2c2cccs2)cc(OC)c1 (configuration not stated)
    -1, 0, i, 1, -1, 0, 3, 3, 6
- CSC1=NSC2=NC(=O)/C(=C/c3coc4ccccc4c3=O)C(=N)N12
    2, -3, i, -65, -8, 132, -372, -74, i
- Cc1ccc(NS(=O)(=O)c2ccc3c(c2)n(C)c(=O)c(=O)n3C)c(C)c1
    1, -11, i, 2, 3, -5, -4, -2, 0
- O=C(Nc1cccc(-c2ccc(N3CCOCC3)nn2)c1)c1cccc(Cl)c1
    4, -1, i, 5, 6, 6, -4, -1, 0
- COc1ccccc1N1CCN(C(=O)CSc2nnc(NC(=O)C(C)C)s2)CC1
    -7, -9, i, 3, -8, -6, 3, 0, 1
- N#Cc1ccsc1NC(=O)CN1CCN(S(=O)(=O)c2ccc3ccccc3c2)CC1
    -4, -2, i, -2, 6, -4, -1, 21, -23
- Cc1ccccc1C(=O)NCC(=O)NNC(=O)CCN1CCN(c2ccccc2)CC1
    -2, -2, i, -1, 9, 12, 5, -3, 4
- CCC(C)(C)NC(=O)C(c1ccco1)N(C(=O)CNC(=O)c1cccs1)c1cccnc1 (configuration not stated)
    -2, -1, i, 1, 22, -1, -6, -4, 2

(cont.)
Below each SMILES: Rin1-Abl PPI inh, bovine MsrA act, Neddylation inh, MT1-MMP act inh, SKN-1 inh, NRP1-CendR mod, eLon inh, FAS TE block, PABP1 MLLE inh
- O=S(=O)(Nc1ccc(S(=O)(=O)N2CCCCCC2)cc1)c1cccs1
    5, -6, i, 5, -3, -9, 2, -6, 6
- Cc1ccc(OCCN2C(=O)CSC2=O)cc1
    3, 2, i, 4, 15, -5, 4, -6, -11
- CCS(=O)(=O)N1CCN(C(=O)c2ccc3nc(C)c(N(C)C(=O)CCc4ccccc4)n3c2)CC1
    1, 0, i, 5, 4, -12, 3, -7, 3
- CCOc1ccc(-c2nnc(NC(=O)C3CCCC3)o2)cc1
    3, -2, i, 0, -4, 16, 6, -6, -21
- CCOc1ccc(-n2c(SCc3ccc([N+](=O)[O-])cc3)nnc2-c2ccc(OC)cc2)cc1
    -2, -2, i, -11, -4, -13, -4, 36, -135
- Cc1ccsc1/C=C/c1ccc2cccc(O)c2n1
    -3, 0, i, 5, 24, 5, -1, 18, 0
- OCc1nc2ccccc2n1CCCc1ccccc1
    -7, 1, i, -1, -5, 12, -14, -2, 1
- Cc1cccc(C)c1NC(=S)N(CCCN1CCN(C)CC1)Cc1cccs1
    -3, -2, i, -4, 3, -6, -8, -4, 6
- O=C(CCNC(=O)c1ccc([N+](=O)[O-])cc1)Nc1cc(Cl)ccc1N1CCOCC1
    3, -3, i, 1, 7, 7, 0, 33, -3
- Cc1ccc(NC(=O)CSc2nc(CSc3ccc(C)cc3)cc(=O)[nH]2)cc1
    -1, -2, i, -4, 6, -10, -19, 5, -3
- CCOc1ccc(OCCC(=O)NNC(=O)c2nn(C)c(=O)c3ccccc23)cc1
    4, -4, i, 1, -25, 1, -7, -4, 8
- CCOC(=O)N1CCN(C(c2cccc(OC)c2)c2sc3nc(C)nn3c2O)CC1 (configuration not stated)
    -4, -3, i, -1, -19, 7, 2, -4, -4
- Cc1ccsc1/C=N\NC(=O)c1cc(C(C)(C)C)[nH]n1
    -3, -5, i, -1, 11, -1, 4, -3, -3
- CCOC(=O)CSc1nnc(CNC(=O)c2cc(OC)c(OC)c(OC)c2)n1C
    0, -4, i, 2, -7, -12, -1, -4, 1
- CCCCOC(=O)CCCN1C(=O)/C(=C2\SC(=S)N(CCCC(=O)OCCCC)C2=O)SC1=S
    -2, -3, i, 17, 7, 2, -18, 18, 8
- COc1ccc(C)cc1NC(=O)CCS(=O)(=O)c1ccc2c(c1)oc(=O)n2C
    1, 0, i, -3, 0, 14, -2, -4, 3
- Cc1cc(C(=O)COC(=O)CNC(=O)c2ccc(Cl)c(Cl)c2)c(C)n1Cc1ccco1
    -3, -13, i, -3, -11, -2, -2, 21, -12
- O=C(O)CCC(=O)N1CCc2cc(S(=O)(=O)N3CCC(Cc4ccccc4)CC3)ccc21
    -1, -3, i, 5, 7, -8, -1, -6, 8
- COc1cccc(CC2(CO)CCCN(Cc3ccccc3Cl)C2)c1 (configuration not stated)
    0, -2, i, -2, 9, 12, -4, 7, -2
- COc1ccc(OC2C(=O)N(Cc3ccc(F)cc3)C2c2cc(OC)c(OC)c(OC)c2)cc1 (configuration not stated)
    5, -4, i, -2, 9, -5, -1, 3, 15
- COC(=O)c1ccc(NC(=O)CCN2C(=O)C3C4CCC(C4)C3C2=O)cc1 (configuration not stated)
    -6, -4, i, 4, 4, 5, 7, -4, 2
- CC(C)(C)NC(=O)c1ccc2c(c1)C(=O)N(Cc1ccco1)C2=O
    -3, -7, i, -1, -26, -3, -7, -2, 12
- C/C(=N/NS(=O)(=O)c1ccc(C)cc1)c1c(O)c2ccccc2oc1=O
    -1, -3, i, -1, 1, -6, 0, -2, 3
- CCCCc1ccc(NC(=O)C2CCCC2)cc1
    1, -1, i, -2, 15, 2, 11, 15, 2
- COC(=O)c1c(C)oc(C)c1S(=O)(=O)N(C)C1CCCCC1
    -1, -3, i, 0, -10, -8, -13, 0, -6
